Screening results from PubChem.
Pf growth 96h: Primary qHTS for delayed death inhibitors of the malarial parasite plastid, 96 hour incubation. hit rate 6.9% among 320,000. Potency, µM (titrated, usually from 28.7 µM), for inactives: at the highest dose activity change, negative = inhibition, most hits filed as inhibitors. AID 504834, 2011. P. falciparum luciferase reporter growth, 96 h
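Delayed-death screen, second-generation endpoint: infected erythrocytes, 2% hematocrit, 0.05% parasitemia final; 96 hours at 37 C, 5% CO2; luciferase detection reagent; luminescence decrease equals reduced growth.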
HCV inhibitor: qHTS Assay for Inhibitors of Hepatitis C Virus (HCV). Potency, µM (highest dose often 41.8 µM), for the others: at the top dose activity change, negative = inhibition, most hits filed as inhibitors. hit rate 3.4% among 340,000. AID 651820, 2012. Huh7.5.1 HCVcc-Cre infection, luciferase reporter, 44 h
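Compounds are dispensed onto cells plated 4 h earlier at 1,000 per well, with HCVcc-Cre virus (about 0.5 moi) added next. Following 44 h of culture, luminescent signal is measured for 15 sec after 15 min with substrate at room temperature.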
LmPK inh: qHTS Assay for Inhibitors of Leishmania Mexicana Pyruvate Kinase (LmPK); Q27686; purified LmPK, Kinase-Glo ATP luminescence, 1 h; Potency, µM (doses to about 57.5 µM), inactives show at the top dose activity change, negative = inhibition, actives largely listed as inhibitors; hit rate 0.37% among 290,000; AID 1721, 2009
Target sequence (Q27686 whole entry, looked up): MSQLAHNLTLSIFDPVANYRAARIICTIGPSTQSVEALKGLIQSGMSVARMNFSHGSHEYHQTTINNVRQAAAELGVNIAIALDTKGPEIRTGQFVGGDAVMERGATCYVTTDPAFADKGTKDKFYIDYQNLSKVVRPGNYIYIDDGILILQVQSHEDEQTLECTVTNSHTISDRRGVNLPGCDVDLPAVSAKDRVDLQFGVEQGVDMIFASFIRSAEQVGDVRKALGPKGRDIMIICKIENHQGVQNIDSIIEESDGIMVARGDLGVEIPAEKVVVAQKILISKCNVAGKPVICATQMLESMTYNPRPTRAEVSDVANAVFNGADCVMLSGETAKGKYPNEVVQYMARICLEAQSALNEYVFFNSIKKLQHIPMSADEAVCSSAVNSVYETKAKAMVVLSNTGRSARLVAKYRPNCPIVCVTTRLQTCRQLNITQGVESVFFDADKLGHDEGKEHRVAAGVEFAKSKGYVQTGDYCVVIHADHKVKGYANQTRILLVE
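Kinase-Glo luminescence read after 1 h RT reaction of 0.1 nM LmPK with 0.5 mM PEP and 0.1 mM ADP. Activity scaled between uninhibited and enzyme-free controls.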
Tb PYK inh: qHTS of Trypanosoma Brucei Inhibitors; pyruvate kinase (Trypanosoma brucei), Q57TT1; TbPYK enzyme, Kinase-Glo Plus ATP luminescence, 45 min; Potency, µM (titrated, usually from 76.8 µM), without a hit: top-dose activity, negative = inhibition, most hits filed as inhibitors; hit rate 0.12% among 410,000; also: nearly all actives have a fitted effect of over 50% in size
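In this concentration-response screen, enzyme-free wells defined baseline while DMSO plates tracked drift. Each reaction combined TbPYK, substrate, compound and 130 uM ADP for 45 min at room temperature. Kinase-Glo Plus luminescence gave the signal.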
Pf growth 48h: Primary qHTS for delayed death inhibitors of the malarial parasite plastid, 48 hour incubation; P. falciparum luciferase growth in erythrocytes, 48 h; Potency, µM (doses to about 28.7 µM), inactives show at the highest dose activity change, negative = inhibition, hits mostly inhibitors; hit rate 5.9% among 310,000; AID 504832, 2011
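Here the parasites carry a stable luciferase gene and grow inside erythrocytes in Albumax-based RPMI medium with compound for one erythrocytic cycle. Activity is scored as loss of luminescent signal.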
Sm TGR block: qHTS Assay for the Inhibitors of Schistosoma Mansoni Peroxiredoxins; Schistosoma mansoni thioredoxin glutathione reductase (TGR), Q962Y6; purified TGR, DTNB reduction, TNB absorbance 405 nm; Potency, µM (series often up to 114 µM), without a hit: top-dose activity change, negative = inhibition, most hits filed as inhibitors; hit rate 3% among 360,000; AID 485364, 2010; also: nearly all actives have a fitted effect of over 60% in size
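Kinetic colorimetric format: TGR-catalysed, NADPH-driven DTNB reduction monitored via TNB absorbance. Enzyme dispensed at 20 nM; compound exposure 15 min at room temperature before reaction start.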
Active calls of the source: *; ? = inconclusive; nt = not tested or not shown; [ ] = another dose, or the depositor's remark. Calls follow the shape of the dose curve; as a rule, active = well fitted curve in the direction sought with a large enough effect; inconclusive = small, poorly fitted or top-dose-only effect, or another doubt; inactive = no such curve, though single readings can be large; an effect the other way counts as inactive or inconclusive. % is scaled to controls: 0 for no effect and ±100 for the full control effect; potency is read from the fitted curve at half-maximal effect.

entry	Molecule	Pf growth 96h	HCV inhibitor	LmPK inh
1	O=C(NC(=S)Nc1nc(-c2cccc([N+](=O)[O-])c2)cs1)c1cc(Cl)ccc1Cl	35%[activator]	?	2%
2	O=C(CCl)Nc1cccc(-c2cnc3ccccc3n2)c1	nt	?	-3%
3	COc1ccc(CCN2C(=O)C(Oc3ccccc3C)C2c2ccc3c(c2)OCO3)cc1 (stereo unspecified)	0.93µM*	?	0%
4	COC(=O)Cc1[nH]nc2c1C(c1ccc(O)c(OC)c1)C(C#N)=C(N)O2 (stereo unspecified)	6%	-7%	8%
5	O=C(NCCN1CCc2ccccc2C1)Nc1ccc([N+](=O)[O-])cc1	?	-24%	12%
6	Cc1c(C)n(C)c2ccc(C(=O)NCCc3ccco3)cc12	-12%	?	0%
7	COc1cc(C(=O)NC(=S)Nc2ccc(N3CCCC3)cc2)cc(OC)c1OC	?	?	-2%
8	Cc1nc(Nc2cccc(F)c2)c2oc3ccccc3c2n1	-5%	?	-1%
9	COCCNC(=O)c1ccc2c3n(nc2c1)-c1ccccc1CO3	23%	0%	?
10	CC(=O)OC(COc1ccc(F)cc1)Cn1cnc2ccccc21 (stereo unspecified)	-11%	-2%	-1%

entry	Tb PYK inh	Pf growth 48h	Sm TGR block
1	4%	?	-14%
2	-2%	1µM*	?
3	-7%	?	-1%
4	-4%	7%	-31%
5	-2%	?	-8%
6	6%	?	35µM*
7	-1%	9.3µM*	-19%
8	-5%	0%[0.00184 µM]	3%
9	-31%	221%[activator]	-14%
10	-11%	-12%	nt

Next part.
entry	Molecule	Pf growth 96h	HCV inhibitor	LmPK inh
11	N=c1oc2ccc(Br)cc2cc1C(=O)NC1CCCCCC1	?	13%	-9%
12	COc1ccc(-c2noc(C3CCCN(C(=O)c4ccc(C)cc4)C3)n2)cc1 (stereo unspecified)	-18%	13µM*	-2%
13	O=C(Nc1ccc2c(c1)CCC2)c1cccc(S(=O)(=O)N2CCN(c3ccccc3)CC2)c1	?	0.56µM*	11%
14	Cc1ccccc1Oc1ccc(NC(=O)C2CC=CCC2C(=O)O)cc1 (stereo unspecified)	?	17%	-2%
15	CCN(/C=N/S(=O)(=O)c1ccc(Cl)cc1)CC	0%	12%	1%
16	COc1ccc(N2CCN(C(=O)Cn3nnc(-c4cccs4)n3)CC2)cc1	?	-12%	-1%
17	O=C(C1CCCN(C2CC(=O)N(c3ccc(F)cc3)C2=O)C1)N1CCCC1 (stereo unspecified)	-8%	28%	4%
18	Cc1ccc(NCC(=O)N=Nc2c(O)[nH]c3ccc([N+](=O)[O-])cc23)cc1	?	-10%	0%
19	CC(=O)Nc1cc2c(cc1[N+](=O)[O-])OCCO2	16%	-22%	-3%
20	COc1ccc(Br)c(C(=O)N(C)CC(=O)Nc2ccc(N3CCOCC3)cc2)c1	15%	6%	nt

entry	Tb PYK inh	Pf growth 48h	Sm TGR block
11	33%[activator]	10%	0%
12	-5%	114%[activator]	6%
13	-3%	nt	-8%
14	-4%	-5%	-1%
15	1%	3%	-10%
16	8%	-2%	-3%
17	-1%	6%	?
18	-25%	-57%	-18%
19	-1%	50%[activator]	1%
20	-16%	8%	0%

Additional compounds
entry	Molecule	Pf growth 96h	HCV inhibitor	LmPK inh
21	CCC(CO)[n+]1c(C)cc(/C=C2\Sc3ccccc3N2Cc2ccccc2)cc1C (stereo unspecified)	?	?	-2%
22	CCN1CCN(CCCNC(=O)C2CCN(c3nnc(-n4c(C)ccc4C)s3)CC2)CC1	60%	5%	-15%
23	CC1(C)N(OCc2ccccc2)C(=O)C(=O)N(OCc2ccccc2)C1(C)C	nt	10%	11%
24	Cc1cc(N2CCN(C)CC2)nc2ccc(NC(=S)NC3CC3)cc12	?	-24%	-11%
25	CCOc1ccc(N2C(=O)NC(=O)/C(=C\c3ccc(N4CCCCC4)o3)C2=O)cc1	13µM*	2%	-1%
26	COc1ccc(N2CCN(C(=O)c3ccc4c(c3)NC(=O)C(CSCc3c(F)cccc3Cl)N4)CC2)cc1 (stereo unspecified)	36%[activator]	nt	-1%
27	CS(=O)(=O)c1ccc2nc(NC(NC(=O)c3ccco3)(C(F)(F)F)C(F)(F)F)sc2c1	16%	11%	1%
28	COC(=O)C1=C(c2ccc(F)cc2F)C[C@@H]2CC[C@H]1N2C(=O)NCC1CC1	39%[activator]	11%	nt
29	CN(CCOc1ccccc1)S(=O)(=O)c1ccccc1C#N	-17%	-6%	nt
30	COc1ccc(OC)c(Nc2cc(C)nc3ccccc23)c1	?	?	3%

entry	Tb PYK inh	Pf growth 48h	Sm TGR block
21	-9%	0.37µM*	-5%
22	-4%	-13%	-22%
23	1%	-13%	-4%
24	0%	?	?
25	-2%	?	-35%
26	nt	-22%	56µM*
27	-3%	-6%	-1%
28	5%	24%	-6%
29	-10%	-4%	-5%
30	-9%	?	2%

(continued)
entry	Molecule	Pf growth 96h	HCV inhibitor	LmPK inh
31	CCCn1c(=O)c(C(=O)Nc2cccc(C)n2)c(O)c2ccccc21	?	1%	3%
32	CCCC(=O)Oc1ccc(N(C(=O)CCC)S(=O)(=O)c2cccs2)cc1	0%	4%	9%
33	Cc1cc(=O)oc(C)c1C(=O)Nc1c(C)n(C)n(-c2ccccc2)c1=O	121%[activator]	16%	1%
34	Cc1ccc(S(=O)(=O)N2CCN(C(=O)CSc3cc(C)ccc3C)CC2)c(C)c1	?	-5%	-11%
35	COc1ccc(/C=N/NC(=O)c2ccc(CSc3nncn3C)cc2)cc1OC	?	12%	-9%
36	CC(=O)NC(C)c1nc2ccccc2n1CC(=O)N1C(C)CCCC1C (stereo unspecified)	50%[activator]	0%	8%
37	COCCN(CCOC)c1cc(C)c(C#N)c2nc3ccccc3n12	10µM*	-25%	-4%
38	COc1nc(NS(=O)(=O)c2ccc(C)cc2)nc(C)c1Cl	66%[activator]	4%	0%
39	Cc1cc(C)n(S(=O)(=O)c2ccc(C)c(C)c2C)n1	-23%	-5%	0%
40	COc1ccccc1C(=O)NC(=O)COC(=O)c1nc(Cl)ccc1Cl	1%	-10%	nt

entry	Tb PYK inh	Pf growth 48h	Sm TGR block
31	2%	103%[activator]	-22%
32	-5%	13%	0%
33	-6%	4%	-4%
34	-2%	-1%	-10%
35	3%	?	0%
36	5%	14%	4%
37	-4%	?	4%
38	-1%	-7%	-1%
39	-10%	13%	6%
40	-5%	8%	-2%

More records follow.
entry	Molecule	Pf growth 96h	HCV inhibitor	LmPK inh
41	COc1ccc(NC(c2ccccc2)c2ccncc2)cc1 (stereo unspecified)	-2%	-4%	3%
42	Cc1onc(C(=O)NC2CCCCC2)c1[N+](=O)[O-]	?	17%	7%
43	CCc1ccc(/C=N/NC(=O)c2cc(C3CC3)nc3ccc(Br)cc23)s1	?	22µM*	-4%
44	CCOC(=O)c1c(C)[nH]c(C(=O)COC(=O)c2ccc(O)cc2O)c1C	83%[activator]	?	-14%
45	Cc1ccc(C(=O)Nc2cc(C(C)C)c(O)c(C(C)C)c2)cc1	?	?	3%
46	S=c1[nH]nc(Cc2ccc(Br)cc2)n1/N=C/c1ccc(Cl)cc1	?	10%	5%
47	CC(C)[C@H](NC(=O)c1ccc(Cl)c([N+](=O)[O-])c1)C(=O)O	101%[activator]	7%	0%
48	COc1ccc(C(CNC(=O)c2ccco2)N2CCCCC2)cc1 (stereo unspecified)	20%	9%	-3%
49	COc1ccc(-n2c(=O)c3c4c(sc3n(CC(=O)NCC3CCCO3)c2=O)CCCC4)c(OC)c1 (stereo unspecified)	?	-19%	9%
50	CN1CCC(NC(=O)c2ccncc2)CC1	30%[activator]	-5%	0%

entry	Tb PYK inh	Pf growth 48h	Sm TGR block
41	2%	-29%[0.00184 µM]	40µM*
42	-3%	5%	-18%
43	6%	nt	-8%
44	1%	24%	0%
45	-1%	?	-5%
46	-26%	?	-1%
47	10%	56%[activator]	-2%
48	-7%	25%	0%
49	-1%	?	2%
50	-1%	27%	13%

Full records, quoted from the list. Screens in order: Pf growth 96h | HCV inhibitor | LmPK inh | Tb PYK inh | Pf growth 48h | Sm TGR block
`COc1ccc(-n2c(=O)c3c4c(sc3n(CC(=O)NCC3CCCO3)c2=O)CCCC4)c(OC)c1` (stereo unspecified) reads ? | -19% | 9% | -1% | ? | 2%
`CCc1ccc(/C=N/NC(=O)c2cc(C3CC3)nc3ccc(Br)cc23)s1` reads ? | 22µM* | -4% | 6% | nt | -8%
`COc1ccc(C(CNC(=O)c2ccco2)N2CCCCC2)cc1` (stereo unspecified) reads 20% | 9% | -3% | -7% | 25% | 0%

Remaining list, next part
entry	Molecule	Pf growth 96h	HCV inhibitor	LmPK inh
51	O=C(N/N=C/c1ccc(N2CCOCC2)cc1)c1ccccc1OCCOc1ccccc1	?	8.9µM*	1%
52	Cc1ccc2occ(C(c3nnnn3C3CCCC3)N3CCN(C(=O)c4ccco4)CC3)c(=O)c2c1 (stereo unspecified)	?	0%	-3%
53	COC(=O)c1cnc(SCc2ccc(C)cc2)n1C	81%[activator]	0%	2%
54	Nc1nnc(SCc2c(F)cccc2Cl)s1	7%	28%	0%
55	COCCn1c(C)cc(C(=O)Cn2nc(C(=O)O)c3ccccc3c2=O)c1C	22%	-2%	0%
56	O=C(COC(=O)CCC1CCCC1)Nc1cc(S(=O)(=O)N2CCOCC2)ccc1Cl	1%	7%	nt
57	Cc1ccc(C2CC(=O)NC(SCC(=O)Nc3nccs3)=C2C#N)cc1 (stereo unspecified)	-12%	9%	0%

entry	Tb PYK inh	Pf growth 48h	Sm TGR block
51	-29%	?	-22%
52	-2%	?	18µM*
53	-6%	209%[activator]	9%
54	-1%	115%[activator]	3%
55	-5%	115%[activator]	0%
56	-10%	?	-1%
57	10%	-16%	-3%

Only Tb PYK inh and Pf growth 96h (four entries from above):
nr	SMILES	Tb PYK inh	Pf growth 96h
53	COC(=O)c1cnc(SCc2ccc(C)cc2)n1C	-6%	81%[activator]
54	Nc1nnc(SCc2c(F)cccc2Cl)s1	-1%	7%
55	COCCn1c(C)cc(C(=O)Cn2nc(C(=O)O)c3ccccc3c2=O)c1C	-5%	22%
56	O=C(COC(=O)CCC1CCCC1)Nc1cc(S(=O)(=O)N2CCOCC2)ccc1Cl	-10%	1%

Quoted from the listing:
In Tb PYK inh, compound 56 is entered as -10%
In Pf growth 96h, compound 54 is entered as 7%
